Screening results: PubChem, Small Molecule Screening Facility, UW Madison
SSB-PriA inh: inhibitors of Klebsiella pneumoniae PriA binding to SSB C-terminal tail, primary screen, biochemical, AlphaScreen | PriA–SSB C-terminal tail interaction (Klebsiella pneumoniae) | AlphaScreen SSBct-PriA binding, biotinylated peptide | inhibition, % at 33 µM | 430,000 tested, 0.6% active | AID 1272365, 2023; in the data active means inhibition mostly above about 37%, no sharp cut-off; inactive means mostly below about 20%;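 further: plate controls were negative control peptide for no effect and reference peptide for full effect; strong numbers were not always called active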
* marks the source's active call; other numbers are inactive results; & = joins results of further samples. Some of the compounds tested; rates above refer to the full screens.

SMILES | SSB-PriA inh
Cc1ccc2nc(SCc3cccc(C(F)(F)F)c3)nc(=O)n2c1 | -17
Cc1ccc(NC(=O)C(=O)NCCc2ccc(N3CCCC3)cc2)cc1C | 0
COc1ccc(-c2cn3nc(CNc4ccc(F)cc4)n4c3c2CCCC4)cc1OC | 21
Cc1cc(C)cc(OCCNC(=O)c2ccc(F)c(F)c2)c1 | -33
COC(=O)c1ccc(CSc2nnc(C)c3cnn(-c4ccccc4)c23)o1 | 2
Cn1nc(CNC(=O)c2ccccc2Br)c2c1CCOC2 | 2
COc1ccc(Cn2c(O)c(C=NNC(=O)c3ccccc3)c(=O)[nH]c2=O)cc1 | 8
COc1ccc(CCNC(=O)N2CCC(Oc3ccc(C#N)cn3)CC2)cc1 | -8
Cc1nnsc1C(=O)NCCn1nc(-c2ccccn2)c2c1CCCC2 | -18
O=C(Nc1nc(-c2cc3ccccc3o2)cs1)C1COc2ccccc2O1 (stereo not given) | -4
Cc1cc(C)n(S(=O)(=O)c2ccc3c(c2)C(=O)c2ccccc2C3=O)n1 | 9
O=c1n(Cc2ccc3c(c2)OCO3)nc2ccc(-c3ccccc3)nn12 | -26
Nc1nc(SCC(=O)NCc2ccco2)[nH]c(=O)c1NC(=O)c1ccccc1F | -10
Cc1c(O)ccc2c(O)coc12 | -13
COc1ccc(-c2cc(=O)n(CC(=O)Nc3nccs3)cn2)cc1 | -14
O=C1Nc2ccccc2Oc2ccc(NS(=O)(=O)c3ccc(Cl)s3)cc21 | 9
Nc1[nH]c(=S)ncc1S(=O)(=O)c1ccccc1 | -17
COCC(=O)N1CCCc2ccc(NS(=O)(=O)c3cc(C)c(C)cc3OC)cc21 | -13
O=C(c1cnn(-c2ccccc2)n1)N1CCCC(Cc2nc(-c3cnccn3)no2)C1 (stereo not given) | -15
COc1ccccc1-c1ccc(N2CCN(C(=O)Nc3ccc(Cl)cc3)CC2)nn1 | 5
CCn1nc(C(=O)Nc2nnc(-c3ccc(OC)cc3)o2)cc1C | -18
O=C(CNC(=O)c1ccccc1Br)NN=Cc1cc(Br)ccc1O | -7
COc1cc(C=NN(C)C)cc(Br)c1O | -3
CCn1nc(C)cc1C(=O)Nc1nc(C(C)(C)C)cs1 | 0
O=C(Cn1cc(S(=O)(=O)Cc2ccccc2)c2ccccc21)N1CCN(c2ccccc2F)CC1 | -20
O=S(=O)(Cc1ccc(F)cc1)NCC1(c2ccsc2)CCCC1 | 9
Cc1ccc(NC(=O)Cn2c3c(sc2=O)C2c4cc([N+](=O)[O-])ccc4OCC2CS3)cc1 (stereo not given) | -16
O=C(Cn1nnc2ccccc21)NC[C@H]1CCCN1c1nccs1 | -8
COc1cc(OC)c(OC)cc1C=NNC(=O)c1ccc(=O)n(C)c1 | -5
O=c1oc2ccccc2cc1-c1nc(-c2ccncc2)n[nH]1 | 0
Cc1ccccc1[C@@H]1CCN(C(=O)Cc2ccc(Cl)cc2)CCS1 | -8
COc1ccc(NC(=O)Cn2cc(OC)c(=O)cc2CN2CCN(C(C)=O)CC2)c(OC)c1 | -17
COC(=O)c1ccc(-c2csc(NC(=O)c3cc(-c4cccs4)nc4ccccc34)n2)cc1 | -1
Cc1nnsc1C(=O)N1CCC(CNS(=O)(=O)c2c(C)noc2C)CC1 | -12
Cc1ccc(C(O)CN)o1 (stereo not given) | -18
O=C(OCc1cc(-c2cc3ccccc3o2)on1)C1CC1 | -29
Cc1ccc(CSc2nc(CC(=O)Nc3ccccc3C(N)=O)cs2)cc1 | -5
O=C(NCCOc1cc(N2CCCC2)ncn1)c1ccc(=O)[nH]c1 | -10
CC(=O)c1ccc(NC(=O)COC(=O)c2ccc(C3Nc4ccccc4S(=O)(=O)N3)cc2)cc1 (stereo not given) | -11
CCCCOc1ccc(NC(=O)NC[C@@](C)(O)CCc2ccccc2)cc1 | -8
Cn1nc(C(=O)Nc2nc3ccccc3s2)ccc1=O | -7
COc1ccc(CN(CC(=O)N2CCN(c3ccccc3)CC2)S(=O)(=O)c2cccnc2)cc1 | 7&12
CCOc1cccc2cc(C(=O)NC(C)c3ccc(-n4ccnc4)cc3)c(=O)oc12 (stereo not given) | 8
CCN(CC)CCN(C(=O)Cc1ccc2c(c1)OCO2)c1nc2c(F)cccc2s1 | -9
COc1ccccc1NC(=O)Cn1c(=O)c2c(N3CCN(C(C)=O)CC3)ccnc2n(C)c1=O | -17
Cc1cc(Cl)c(Cl)cc1S(=O)(=O)NCCN1CCOCC1 | -7
CCc1cc(=O)[nH]c(SCC(=O)N2N=C(c3ccc(OC)cc3)CC2c2ccc(C)cc2)n1 (stereo not given) | 12
COc1ccccc1-c1cc2c(=O)n(Cc3nc(-c4ccccn4)no3)ccn2n1 | -5
Oc1ccc(C=NN(c2ccccc2)c2ccccc2)cc1O | 29
CSc1nnc(C)c(=O)n1COC(=O)C1CC(=O)N(c2ccc(C)cc2)C1 (stereo not given) | -8
COc1cc(C=NNC2=NCCCCC2)ccc1O | -19
COc1ccc(S(=O)(=O)C(CNC(=O)c2c(F)cccc2Cl)c2ccco2)cc1 (stereo not given) | -8
COc1ccc(Cl)cc1S(=O)(=O)NCc1nnc2cc(-c3nc(C)no3)ccn12 | -1
O=C(NCC(O)Cn1ccccc1=O)c1ccc2ncsc2c1 (stereo not given) | -5
COc1ccc(-c2csc3ncnc(N4CCN(c5ccc(Cl)c(Cl)c5)CC4)c23)cc1 | 1
COc1ccc(OC)c(NC(=O)C(=O)NCC(c2cccc3ccccc23)N2CCOCC2)c1 (stereo not given) | 28
Cc1cc(Br)cc2cccnc12 | 34&34
O=C1CCCN1Cc1cn(C2CN(C(=O)c3cncc(Br)c3)C2)nn1 | -16
O=C(Nc1ccc(F)c(Cl)c1)c1cc(=O)[nH]cn1 | -4
O=C(NCc1ccco1)C(=O)NCc1n[nH]c(=O)c2ccccc12 | -8

Next part; it opens with the two that closed the last part.
SMILES | SSB-PriA inh
O=C(Nc1ccc(F)c(Cl)c1)c1cc(=O)[nH]cn1 | -4
O=C(NCc1ccco1)C(=O)NCc1n[nH]c(=O)c2ccccc12 | -8
O=C(NCc1cccnc1)C(=O)NCC1OCCN1C(=O)c1ccc(Cl)cc1 (stereo not given) | -4
CC(=NNC(=O)CCc1ccc(S(=O)(=O)N2CCOCC2)cc1)c1ccc(OC(F)F)cc1 | -13
Cc1cccc(CC(=O)NC[C@](C)(O)c2ccc(-c3ccccc3)cc2)c1 | -17
O=C(CC1S/C(=N\N=C/c2ccco2)NC1=O)Nc1ccc(Br)cc1 (stereo not given) | -2
Cc1cccc(C(=O)NC2C=CS(=O)(=O)C2)c1 (stereo not given) | 3
CCOC(=O)c1ccc2nc(Nc3nc4c(OC)cccc4s3)sc2c1 | -11
O=C(Cn1c(-c2ccccn2)nc2ccccc21)N1CCc2ccccc21 | -3
O=C(Nc1cc(N2CCOCC2)ncn1)c1ccc(-n2cncn2)nn1 | -9
Cc1nc2sccn2c(=O)c1NC(=O)CCSc1ccccc1 | -5
Cc1cc(OC2CN(C(=O)Cc3c[nH]c4ccccc34)C2)cc(=O)o1 | -17
CC1CCCCC1NC(=O)C1CCN(c2ccc(=O)n(C)n2)CC1 (stereo not given) | 8
O=C(CCOc1ccccc1)Nc1nc(-c2ccc3c(c2)CCCC3)cs1 | 8
O=C(NCCn1nc(-c2cccs2)ccc1=O)Nc1ccc(OC(F)(F)F)cc1 | 3
O=C(c1ccccc1I)N1CCN(c2ccc(N3CCCCC3)nn2)CC1 | -5
CC1CCN(C(=O)Cc2csc3nc(-c4ccccc4)cn23)CC1 | 7
CCc1cccc(NC(=O)NCc2nccc(N3CCOCC3)n2)c1 | -5
O=C(CCCn1nc(-c2cccs2)ccc1=O)Nc1ccccc1F | -4
O=C(c1ccco1)N1CCN(C(=O)c2ccc(Cl)cc2Cl)CC1 | 7
NC(CCN1CCOCC1)=NO | -10
Cc1[nH]c2ccccc2c1C=NNC(=O)CNC(=O)COc1ccccc1 | -9

Single entries from above.
Value for COc1ccc(Cl)cc1S(=O)(=O)NCc1nnc2cc(-c3nc(C)no3)ccn12 under SSB-PriA inh: -1
Value for O=c1n(Cc2ccc3c(c2)OCO3)nc2ccc(-c3ccccc3)nn12 under SSB-PriA inh: -26
Value for COc1ccccc1-c1ccc(N2CCN(C(=O)Nc3ccc(Cl)cc3)CC2)nn1 under SSB-PriA inh: 5
Value for CCn1nc(C)cc1C(=O)Nc1nc(C(C)(C)C)cs1 under SSB-PriA inh: 0

Next part
SMILES | SSB-PriA inh
COc1ccc2oc(-c3csc(NC(=O)c4ccc([N+](=O)[O-])o4)n3)cc2c1 | -3
CSCCC(C)(O)CNS(=O)(=O)Cc1ccc(F)cc1 (stereo not given) | 1
O=C(ON=C1CCCc2ccccc21)c1ccc(F)cc1 | 2
O=C(NCCc1ccccc1Cl)c1ccc(Cn2c(=O)[nH]c3ccccc3c2=O)cc1 | 2
COc1ccc(CC(=O)Nc2ccc3c(c2)CCCN3S(=O)(=O)c2ccccc2)cc1 | -1
O=C(Cc1ccc2c(c1)OCO2)Nc1nc(-c2ccccc2)c(C(=O)c2ccccc2)s1 | -12
Cn1c(C(F)(F)F)nn(CCNC(=O)Cn2cnc3ccccc32)c1=O | -11
CC1(C)Cc2cccc(OCc3ccc(C(=O)Nc4ccc(C(F)(F)F)cc4)cc3)c2O1 | 0
COC(=O)N1CCC(CNC(=O)C(=O)Nc2cccc(Cl)c2C)CC1 | -10
COc1ccc2ccccc2c1C=NNC(=O)c1cccc([N+](=O)[O-])c1 | 4
FC(F)(F)c1cccc(N2CCN(c3ncnc4sc5c(c34)CCCC5)CC2)c1 | -7
Cc1cc(C)nc(SCc2ccc(C(=O)NN=Cc3cccc(O)c3O)cc2)n1 | 26
O=C(NCC(O)(c1cccs1)C1CC1)c1nc2ccccc2s1 (stereo not given) | -9
Cc1ccc(C=Nc2sc3c(c2C#N)CCC3)o1 | -1
CC(C)N(C(=O)CSc1nncn1-n1cccc1)c1ccccc1 | 8
Cc1noc(CNS(=O)(=O)c2ccc3c(c2)OCCO3)n1 | -5
O=C(NCC[C@H](O)c1ccsc1)c1ccc2nsnc2c1 | 1
O=C(NN=Cc1cccnc1)c1cc(-c2ccccc2)nc2ccccc12 | -3
S=C(NCc1ccccc1)NN=Cc1cccs1 | 10
Cc1cc(=O)[nH]c(SCC(=O)N2CCOCC2)n1 | -3
O=C(NCC1CCN(Cc2ccco2)CC1)c1ccc(F)c(F)c1 | 1
CC(C)CS(=O)(=O)C1CCN(C(=O)NC(c2ccccc2)c2ccccc2)CC1 | -9
Cc1ccc(C=NNc2nc3ccccc3[nH]2)s1 | 9
COc1cc2c(=O)n(Cc3ccc(C(=O)N4CCCCC4)cc3)c(=O)n(Cc3cccc(C)c3)c2cc1OC | 11
Cc1cc(NC(=O)COc2ccc(-n3cccn3)nn2)no1 | -10
Cc1ccc(O)c(C=NNC(=O)COc2ccc3c(C)cc(=O)oc3c2)c1 | -3
CSc1cccc(C(=O)Nc2ccc(S(N)(=O)=O)cc2)c1 | 7
Cc1nc(-n2cccc2)sc1C(=O)N1CC(n2cc(-c3ccccc3)nn2)C1 | -1
O=C(COC(=O)c1ccc(S(=O)(=O)N2CCCCC2)cc1)c1ccccc1 | -16
O=C1Cc2cc(NC(=O)c3c(F)cccc3Cl)ccc2N1 | -1
O=C(CCn1cnc2ccccc2c1=O)N1CCC(c2nnc(C3CC3)o2)CC1 | -15
CCOc1ccc(-n2nnc3c(=O)n(Cc4nc(-c5ccc(OC)c(OC)c5)no4)cnc32)cc1 | -17
COc1ccc(-c2nnc(NC(=O)Cc3ccc(C(C)C)cc3)o2)c(OC)c1 | -12
O=C(NN=Cc1ccc(N2CCOCC2)o1)c1cccc(C(F)(F)F)c1 | 6
O=S(=O)(NN=C1CCCc2ccccc21)c1ccccc1 | 1
CNC(=S)NN=Cc1c(Cl)cccc1Cl | -3
Cc1cc(C)n(C[C@H](C)C(=O)Nc2cc(Cl)ccc2C)n1 | -18
CN(C)S(=O)(=O)c1ccc(C(=O)N2CCC(CSc3nccn3C)CC2)cc1 | -2
CC(=NNC(=O)c1ccn(C)n1)c1ccco1 | -12
O=C(Nc1nnc(Cc2cccs2)o1)c1ccccc1Cl | 3&10
CCOC(=O)C1CCCN(CC(O)COc2ccccc2)C1 (stereo not given) | -18
O=C(O)C[C@H](CC(=O)Nc1ccc2c(c1)N(C(=O)c1cccs1)CC2)c1cccs1 | -16
O=C(CSc1ccc(NC(=O)c2ccccc2F)nn1)NCc1ccc(F)cc1 | 4
COc1ccc(C=NNC(=O)Nc2cccc3nsnc23)cc1OC | -6
COc1cc(C=NNC(=O)Cc2ccccc2)cc(OC)c1OC | -7
O=C(CCC(=O)Nc1ccccc1Cl)NN=Cc1c[nH]c2ccccc12 | -11
CCc1ccccc1NC(=O)CC(C)=NNC(=O)COc1ccccc1C | 0
CC(C)(C)C(=O)Nc1sc2c(c1C#N)CCCC2 | -3

Rewritten field by field: part of the list above
Structure: O=C(O)C[C@H](CC(=O)Nc1ccc2c(c1)N(C(=O)c1cccs1)CC2)c1cccs1
  SSB-PriA inh = -16
Structure: O=C(CSc1ccc(NC(=O)c2ccccc2F)nn1)NCc1ccc(F)cc1
  SSB-PriA inh = 4
Structure: COc1ccc(C=NNC(=O)Nc2cccc3nsnc23)cc1OC
  SSB-PriA inh = -6
Structure: COc1cc(C=NNC(=O)Cc2ccccc2)cc(OC)c1OC
  SSB-PriA inh = -7

Quoted at random: 2 records from the list.
SMILES | SSB-PriA inh
CCc1ccccc1NC(=O)CC(C)=NNC(=O)COc1ccccc1C | 0
O=C(CCC(=O)Nc1ccccc1Cl)NN=Cc1c[nH]c2ccccc12 | -11
